ARNT-TACC3 inh = disrupts binding between human ARNT and TACC3; Q9Y6A5; inhibition, % at 9.99 µM; AlphaScreen His-ARNT PAS-B/GST-TACC3 binding, luminescence; TACC3 fragment carries E629A point mutation; AID 623870; actives 0.66% (n = 390,000);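 active = mean inhibition of replicates at least 50% and at least half of replicates each reaching 50%; inconclusive = half or more replicates reach 50% but mean below 50%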;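 note: 0% = complete ARNT plus TACC3 wells and 100% = ARNT alone without TACC3; many hits fall short of the cut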
EWS-Fli inh = EWS/Fli transcriptional activity inhibition; actives 0.67% (n = 350,000); inhibition, % at 12.6 µM; A673 NR0B1-luciferase reporter, viability-normalised;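 active = mean inhibition of at least 50% after viability correction, with every replicate also passing that limit; inconclusive = mean reaches 50% but only one of two replicates passes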;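 note: firefly luciferase signal divided by Alamar Blue viability fluorescence both relative to DMSO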
ERp5 inh = ERp5 (human) disulfide isomerase inhibition | Q15084 | ERp5 insulin aggregation, absorbance 650 nm, 90 min | inhibition, % at 9.99 µM | actives 0.05% (n = 350,000) | AID 651711;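 active = mean replicate inhibition above about 25%, with every replicate also reaching it, limit read from the data, passing the limit was not always enough; inconclusive = only one of those two criteria met; inactive = neither criterion met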
Target sequence (Q15084 whole entry, looked up): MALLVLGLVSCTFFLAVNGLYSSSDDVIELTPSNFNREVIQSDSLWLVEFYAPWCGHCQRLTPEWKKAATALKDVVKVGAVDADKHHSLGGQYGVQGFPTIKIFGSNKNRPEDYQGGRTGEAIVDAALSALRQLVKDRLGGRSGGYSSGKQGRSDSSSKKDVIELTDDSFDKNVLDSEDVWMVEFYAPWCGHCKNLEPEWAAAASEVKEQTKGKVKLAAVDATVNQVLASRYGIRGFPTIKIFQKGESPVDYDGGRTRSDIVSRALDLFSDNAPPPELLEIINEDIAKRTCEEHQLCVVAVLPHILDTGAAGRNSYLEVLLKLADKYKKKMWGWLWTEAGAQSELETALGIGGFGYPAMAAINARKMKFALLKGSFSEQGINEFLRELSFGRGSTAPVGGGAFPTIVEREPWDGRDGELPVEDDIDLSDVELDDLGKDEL
F508del corr = CFTR F508del correction in bronchial cells; CFBE cells, YFP halide quenching; stimulated with forskolin plus potentiator P3; % fluorescence drop versus neutral controls; activity (quench increase), % at 7.58 µM; actives 0.36% (n = 350,000); AID 720511;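 active = mean added fluorescence quench of at least 8% versus neutral control, with both replicates also reaching 8%; inconclusive = only one of the mean or replicate conditions met; inactive = mean below 8% and not both replicates reaching 8%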;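 note: cells transiently co-express mutant CFTR-F508del with the halide-sensitive YFP; corrector assay measuring rescue of mutant channel to the surface after 24 h compound exposure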
GSIS activator = GLuc luminescence reporter in INS-1E cells, primary screen for activators of glucose-dependent secretion of insulin; activation, % at 16.6 µM; actives 0.61% (n = 370,000); INS-1E GLuc reporter insulin secretion, 2-3 h;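 active = lowest replicate activation of at least 40%, so every replicate reaches that level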;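 note: 0% = median of neutral control wells and 100% = median of IBMX positive control wells; some compounds called inactive have numbers as strong as hits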
XiGFP reactiv = activators of X-chromosome reactivation in mouse fibroblasts; XiGFP mouse fibroblasts, % GFP-positive cells imaging, 3 d; cells co-treated with 5-aza-dC sensitizer; scaled so ellipticine positive control = 100%; activation, % at 7.58 µM; actives 0.055% (n = 360,000); AID 743238;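 active = mean normalized replicate activation at least 10% and every replicate at or above 10%; inconclusive = only one of the two criteria met; inactive = mean below 10% and not all replicates reach 10%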;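 note: 0% = median of on-plate neutral control wells and 100% = ellipticine 6 µM median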
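Material: XiGFP fibroblasts, SV40-immortalized. Buffer or medium: DMEM plus 5-aza-dC sensitizer. Compound: single concentration per compound, delivered by pin transfer. Times: 3 days compound exposure. Controls: ellipticine 6 µM.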
PAX8 reporter = lowers PAX8-driven luciferase in RMG-I cells; RMG-I TPO-luciferase reporter, SteadyGlo, 24 h; inhibition, % at 12.6 µM; actives 1.2% (n = 360,000);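 active = mean replicate inhibition at least 60% with every replicate also reaching 60%; inconclusive = only one of the two criteria is met; inactive = mean below 60% and not all replicates reaching 60%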;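 note: luciferase light reporting Pax8 driven TPO promoter activity; plate controls were median of neutral control wells for no effect and mitoxantrone controls for full effect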
DENV2 CPE rescue = inhibitors of DENV2 cytopathic effect; actives 1.7% (n = 350,000); CPE inhibition, % at 9.99 µM; DENV2-infected cells, cytopathic effect rescue, plate reader; in the data active = CPE inhibition above about 20%, passing the limit was not always enough; inconclusive = no clear call, values can overlap the other calls; tested in BHK-21 cells;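 note: 0% = median of neutral control wells and 100% = median of positive control wells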
An asterisk follows results filed as active; u = inconclusive; x = not tested or not shown.

SMILES	ARNT-TACC3 inh	EWS-Fli inh	ERp5 inh	F508del corr	GSIS activator	XiGFP reactiv	PAX8 reporter	DENV2 CPE rescue
COc1ccc(C#Cc2ccc([C@H]3[C@H]4CN(Cc5ccncc5)CCCCN4[C@H]3CO)cc2)cc1	2.0	-3.3	4.8	-0.8	4.4	0.0	-26.3	-32.6
COc1cc(CCCN2C(N)=NC[C@H]2Cc2ccc(O)cc2)cc(OC)c1OC	3.4	3.4	7.3	-0.5	18.4	0.1	2.9	-1.9
COc1ccc(C(=O)OC(C)C(=O)NC(C)CCc2ccccc2)cc1OC (stereo not drawn)	-3.1	-10.5	1.8	0.2	12.1	-0.1	0.6	-2.0
N#C/C(=N\Nc1cc(Cl)cc(Cl)c1)c1nnc2n1CCCCC2	22.7	-10.1	-5.9	0.9	-30.8	0.0	18.6	3.0
Cc1cccc(C(=O)Nc2nnc(-c3ccncc3)o2)c1	61.6*	14.3	4.4	5.0	x	0.2	3.6	2.6
CC1Sc2ccc(S(=O)(=O)NCCc3ccc(S(N)(=O)=O)cc3)cc2NC1=O (stereo not drawn)	5.7	1.3	7.0	-0.6	4.2	0.0	-15.1	-9.4
COCCn1c(SCC(=O)Nc2cc(C)on2)nc2c(c1=O)SCC2	-6.1	1.0	7.1	-3.2	4.7	0.3	-7.4	-9.3
Cc1noc(C)c1NC(=O)NCC[C@@H]1CC[C@H](NC(=O)Cc2cccnc2)[C@@H](CO)O1	-3.4	2.7	-4.8	1.0	17.9	0.7	-17.6	13.8
N#Cc1c2n(c(=S)n(-c3ccc(OC(F)F)cc3)c1=O)CCCCC2	20.2	1.7	6.9	-0.3	-7.5	-0.1	25.6	4.7
C[C@@H]1CCCCO[C@H](CN(C)C)[C@@H](C)CN([C@H](C)CO)C(=O)c2cc(NC(=O)CCCN(C)C)ccc2O1	-3.5	-4.5	2.5	-1.7	63.2	-0.2	-19.4	-1.3
CCN(c1ccccc1)S(=O)(=O)c1cc(C(=O)Oc2ccc3c(C)cc(=O)oc3c2)ccc1C	-2.8	x	x	x	-6.5	0.0	0.8	x
CCOC(=O)[C@H]1[C@H]2COc3ccc(Br)cc3[C@@H]2N2C(=O)[C@H](C)NC(=O)[C@@]12C	1.5	-11.0	-2.3	1.6	0.6	-0.1	-8.5	17.4
O=[N+]([O-])c1ccc(N2CCCC2)nc1N1CCCC1	15.7	0.4	1.0	-0.5	-8.7	0.0	10.6	6.6
O=S1(=O)C[C@@H](N2CCC[C@@H]2CO)[C@H](COCc2ccccc2)N1	x	-15.7	2.0	4.4	x	0.1	-19.3	u
COCC(=O)N(C)C[C@H]1Oc2ncc(-c3ccccc3OC)cc2C(=O)N([C@@H](C)CO)C[C@H]1C	x	-6.9	2.1	-1.4	19.7	-1.2	-7.8	-1.7
CCOC(=O)NC(=O)COC(=O)c1ccc(O)cc1	-2.8	9.6	6.6	-1.2	-1.2	0.1	1.0	-1.5
O=C(Cc1ccc(F)cc1)N/N=C/c1ccc(-c2ccc(Cl)c(C(=O)O)c2)o1	-1.2	1.9	4.9	1.1	4.5	-0.1	7.2	5.1
COc1ccc(C(C)=O)cc1COc1cccc2cccnc12	-0.7	-8.9	0.5	0.7	-1.2	0.2	0.6	-3.5
COc1ccc(CCC(=O)Nc2nc(C)c(C(=O)N(C)C)s2)cc1	-1.5	-4.5	6.0	-0.1	-7.5	0.4	5.2	-9.6
COc1ccccc1-c1ccc([C@H]2[C@@H](C#N)N[C@@H]2CO)cc1	5.1	11.1	-2.8	-1.1	7.0	0.0	-32.2	3.6
CCOC(=O)C1CCN(C(=O)CN2C(=O)CSc3ccc(S(=O)(=O)N4CCOCC4)cc32)CC1	-5.2	x	2.4	-0.2	-26.3	0.0	5.1	-8.2
CS(=O)(=O)N1CCN(c2ccccc2NC(=O)c2ccc3c(c2)OCCO3)CC1	-3.5	11.7	1.5	-2.6	-4.3	0.0	26.0	1.0
Cn1sc(=O)c2cc(S(=O)(=O)NC3CC3)ccc21	x	4.7	1.0	4.2	13.1	0.0	15.7	u
C[C@H]1CN([C@@H](C)CO)C(=O)c2cccc(N(C)C)c2O[C@@H]1CN(C)Cc1ccc(C(F)(F)F)cc1	10.2	5.6	4.4	-3.8	-17.5	-1.0	6.0	12.7
CCc1cccc(C)c1N=Cc1c(O)c2ccccc2oc1=O	3.6	4.1	5.4	1.6	1.2	0.2	8.8	-5.6

By substructure: those above containing two or more sulfur atoms
SMILES	ARNT-TACC3 inh	EWS-Fli inh	ERp5 inh	F508del corr	GSIS activator	XiGFP reactiv	PAX8 reporter	DENV2 CPE rescue
CC1Sc2ccc(S(=O)(=O)NCCc3ccc(S(N)(=O)=O)cc3)cc2NC1=O (stereo not drawn)	5.7	1.3	7.0	-0.6	4.2	0.0	-15.1	-9.4
COCCn1c(SCC(=O)Nc2cc(C)on2)nc2c(c1=O)SCC2	-6.1	1.0	7.1	-3.2	4.7	0.3	-7.4	-9.3
CCOC(=O)C1CCN(C(=O)CN2C(=O)CSc3ccc(S(=O)(=O)N4CCOCC4)cc32)CC1	-5.2	x	2.4	-0.2	-26.3	0.0	5.1	-8.2
Cn1sc(=O)c2cc(S(=O)(=O)NC3CC3)ccc21	x	4.7	1.0	4.2	13.1	0.0	15.7	u

More structures:
SMILES	ARNT-TACC3 inh	EWS-Fli inh	ERp5 inh	F508del corr	GSIS activator	XiGFP reactiv	PAX8 reporter	DENV2 CPE rescue
COc1cccc(N2CCN(C(=O)c3cc4c(s3)-c3ccccc3OC4)CC2)c1	0.0	-0.2	-4.9	-4.0	x	0.0	-9.2	-4.5
N#C/C(=C\c1ccc(OC(=O)c2ccc(Br)s2)cc1)c1nc2ccccc2[nH]1	-0.2	x	x	x	-1.5	0.0	-19.9	x
O=C(COC(=O)c1cccnc1Cl)c1ccc(Cl)s1	-8.6	4.6	2.3	-1.2	27.3	0.1	-6.5	-1.8
O=C(c1ccccc1Cl)N1CCn2c1nc1ccccc12	0.5	-1.3	-5.0	-0.5	-1.8	x	12.3	-3.4
O=C(C[C@@H]1CC[C@@H]2[C@H](COC[C@@H](O)CN2Cc2ccccc2)O1)NCc1ccccc1Cl	-6.1	3.7	9.4	-0.2	-12.2	0.0	-2.6	33.4*
O=C(C[C@H]1CC[C@H](NC(=O)C2CCOCC2)[C@H](CO)O1)Nc1ccc(-c2ccccc2)cc1	18.2	-1.4	0.1	-0.5	21.1	0.1	-1.7	3.6
Cc1ccccc1OCCNc1cc(N2CC(C)NC(C)C2)ccc1[N+](=O)[O-] (stereo not drawn)	4.5	24.7	2.8	6.1	41.6*	0.0	2.1	15.1
C[C@@H](NC(=O)C[C@@H]1C[C@@H]2c3cc(NS(=O)(=O)c4ccc(F)cc4)ccc3O[C@@H]2[C@H](CO)O1)c1ccccc1	-0.8	1.2	-0.4	-0.7	-2.4	0.3	9.0	-1.9
O=C(CCNC(=O)c1ccc(Cl)cc1)Nc1ccccc1N1CCCC1	-12.0	2.8	1.8	-1.4	-14.2	0.0	14.3	11.1
CC(C)c1nc(C#N)c(N2CCOCC2)o1	-1.8	-10.3	3.6	-2.7	7.9	0.3	14.1	17.9
CCC(=O)c1ccc(OCC(=O)OCC(=O)Nc2sccc2C(N)=O)cc1	-9.5	17.7	-5.2	1.5	-14.3	0.0	10.4	-3.5
COC(=O)c1cc(NC(=O)c2cccnc2)cc(C(=O)OC)c1	-4.5	4.2	-6.9	-8.1	-4.5	0.0	-0.6	8.6
Cc1cccc(C)c1OCCN1CCOCC1	-6.6	4.6	2.1	-1.0	-1.4	0.2	1.9	5.9
C[C@H]1CN([C@@H](C)CO)C(=O)Cc2cc(NC(=O)Nc3ccc(C(F)(F)F)cc3)ccc2O[C@@H]1CN(C)Cc1ccncc1	-21.1	x	-1.5	-2.3	9.8	0.8	7.5	1.0
O=C(C[C@@H]1C=C[C@H](NC(=O)C2CC2)[C@H](CO)O1)Nc1nccs1	-2.9	-9.6	-4.6	-1.9	-10.3	0.2	0.7	11.4
COc1ccc(C(=O)NCCc2nnc3ccc(SCC(=O)Nc4cc(C)on4)nn23)cc1	-2.2	4.4	-3.7	0.4	-35.5	x	-16.7	-4.2
CC(C)CNC(=O)c1ccccc1NC(=O)c1ccc(CSc2ccccc2)cc1	-0.2	13.2	14.3	x	-10.1	0.0	9.2	13.0
Cc1noc(C)c1S(=O)(=O)Nc1ccc2c(c1)C(=O)N([C@@H](C)CO)C[C@H](C)[C@H](CN(C)C(=O)Nc1ccc(C(F)(F)F)cc1)OCCCC[C@H](C)O2	10.7	-12.0	10.4	2.0	1.1	-0.3	89.4*	u
Cc1c(Br)c([N+](=O)[O-])nn1C(C)C(=O)NCC1CCCO1 (stereo not drawn)	-4.5	-4.9	5.0	0.2	-4.7	0.0	6.9	x
CC(C)NC(=O)Nc1ccc2c(c1)C(=O)N([C@H](C)CO)C[C@@H](C)[C@H](CN(C)C(=O)Nc1ccc3c(c1)OCO3)O2	-5.4	5.4	-0.3	0.3	11.9	-1.0	7.5	-6.1
O=C(Nc1ncc([N+](=O)[O-])s1)C1COc2ccccc2O1 (stereo not drawn)	-2.7	x	3.3	-0.7	-30.1	0.1	-154.7	-5.9
O=C(O)c1cccc(CN2C(=O)S/C(=C/c3ccccc3[N+](=O)[O-])C2=O)c1	8.0	-44.5	-2.3	-2.2	-17.8	-0.2	-0.9	-2.2
CCOC(=O)N1CCC(NC(=O)c2cc3c(=O)[nH]c4ccccc4c3n2C)CC1	1.1	-1.9	7.6	0.2	-8.0	-0.7	6.4	3.9
CN(Cc1nc2ccccc2c(=O)[nH]1)C(=O)c1ccccc1OCc1ccc(Cl)cc1	-2.6	1.2	11.4	-4.6	-29.3	0.0	7.0	3.5
Cc1ccc(/C=C/S(=O)(=O)Nc2ccc(C)cc2)cc1	5.8	2.3	0.7	0.9	10.6	0.1	-0.4	2.1

Quoted from the listing.
F508del corr with CCOC(=O)N1CCC(NC(=O)c2cc3c(=O)[nH]c4ccccc4c3n2C)CC1 stands at 0.2
DENV2 CPE rescue with COCC(=O)N(C)C[C@H]1Oc2ncc(-c3ccccc3OC)cc2C(=O)N([C@@H](C)CO)C[C@H]1C stands at -1.7

Later entries.
SMILES	ARNT-TACC3 inh	EWS-Fli inh	ERp5 inh	F508del corr	GSIS activator	XiGFP reactiv	PAX8 reporter	DENV2 CPE rescue
CN(C)CCCN(C(=O)c1cccc(N2C(=O)CCC2=O)c1)c1nc2cc3c(cc2s1)OCO3	4.1	6.3	-4.2	-1.0	-4.9	0.0	-32.2	1.3
Cc1cc(C(=O)N2CC(C)CC(C)C2)c(C)o1 (stereo not drawn)	-6.1	1.7	8.5	-1.7	0.5	0.7	0.4	4.3
COc1cc2c(cc1N/C=C(\C#N)c1nc(-c3ccc(F)cc3)cs1)oc1ccccc12	17.3	5.7	2.9	-2.6	12.0	1.3	-2.2	-1.5
COc1nc(Nc2cccc(F)c2)nc(OC)n1	0.0	-6.5	-0.7	x	x	0.0	-7.1	-1.6
CO[C@@H]1CN(C)C(=O)c2cc(NC(=O)C3CCC3)ccc2OC[C@H](C)N(Cc2nccs2)C[C@H]1C	-6.7	-2.4	-2.1	0.8	3.2	0.0	0.5	-3.1
Nc1nc2c(c(=O)[nH]1)C(c1cccc3ccccc13)C1=C(N2)c2ccccc2C1=O (stereo not drawn)	14.1	-3.5	-3.6	0.7	2.3	0.1	29.5	-5.5

Assay outcomes: PubChem BioAssay, Broad Institute
